Bioassay records: PubChem, Sanford-Burnham Center for Chemical Genomics
mouse EphA4 binding: inhibitors of EphA4 binding to KYL peptide, primary screen, biochemical, colorimetric, mouse EphA4 (AID 689). EphA4-AP binding to KYL peptide, pNPP A405; higher % means a stronger effect. one-dose inhibition, % at 10 µM; IC50 in µM for titrated hits. 62,000 tested, 0.1% active; in the data active = a potency from the dose series; inactive = the rest, 99 in 100 with inhibition below about 22%
* hit, by the source's call. Only part of the results is shown. The share of hits here may be higher or lower than overall.

Start of the data: the first 5 entries, ahead of the listing:
mouse EphA4 binding,SMILES
-12%,O=C1C(=O)N(c2nccs2)C(c2cccs2)/C1=C(\O)c1ccc(Cl)cc1 (stereo not drawn)
-16%,O=C(CN1C(=O)C2CC=CCC2C1=O)NC1=NCCS1 (stereo not drawn)
-9%,CC(C)CNC(=S)N1CCN(C)CC1
-9%,Cc1ccc(NCC(=O)N/N=C/c2ccc(OC(=O)c3ccco3)cc2)cc1
-8%,CCOc1cccc(C(=O)Nc2cccc(-c3nnc(-c4ccccc4)o3)c2)c1

The listing, from the start:
mouse EphA4 binding,SMILES
-12%,O=C1C(=O)N(c2nccs2)C(c2cccs2)/C1=C(\O)c1ccc(Cl)cc1 (stereo not drawn)
-16%,O=C(CN1C(=O)C2CC=CCC2C1=O)NC1=NCCS1 (stereo not drawn)
-9%,CC(C)CNC(=S)N1CCN(C)CC1
-9%,Cc1ccc(NCC(=O)N/N=C/c2ccc(OC(=O)c3ccco3)cc2)cc1
-8%,CCOc1cccc(C(=O)Nc2cccc(-c3nnc(-c4ccccc4)o3)c2)c1
-2%,C/C(N)=C(/C#N)C(=O)CSc1nnnn1-c1ccccc1
11%,COc1ccc(N2CCN(Cc3nc4c(c(=O)n(C)c(=O)n4C)n3C(C)C(C)=O)CC2)cc1 (stereo not drawn)
-11%,CCOC(=O)c1c(NC(=O)CSc2nnnn2-c2ccc3c(c2)OCO3)sc(C)c1C
-2%,CC(NC(=O)NCc1cccnc1)(C(F)(F)F)C(F)(F)F
-11%,Cc1ccccc1NC1C=CS(=O)(=O)C1 (stereo not drawn)
-10%,CC(C)Cn1nnc2c(=O)oc3ccccc3c21
-18%,COCCn1c(C)cc2c(c1=O)C(c1ccccc1F)C(C#N)=C(N)O2 (stereo not drawn)
1%,CC(=O)c1ccc(NC(=O)C2CC(=O)N(c3cc(C)ccc3C)C2)cc1 (stereo not drawn)
4%,Cc1cc(C(c2ccc(F)cc2)c2cc(C)c(NC(=O)c3ccccc3)c(C)c2)cc(C)c1NC(=O)c1ccccc1
-4%,Cc1cc(I)ccc1NC(=O)/C=C/c1ccccc1Cl
-11%,CCOC(=O)N1CCN(C(=O)C2CCC(CNS(=O)(=O)c3ccc(Cl)cc3)CC2)CC1 (stereo not drawn)
-2%,COC(=O)C1=CN(CC2CCCO2)C=C(C(=O)OC)C1c1ccccc1C(F)(F)F (stereo not drawn)
-13%,CN(Cc1ccccc1)c1ccc(S(=O)(=O)N2CCOCC2)cn1
-7%,CCOC(=O)C(CCCCOc1ccc([N+](=O)[O-])cc1)C(=O)OCC
1%,COc1cc(/C=C/c2ccc3cccc(OC)c3n2)c(OC(C)=O)c([N+](=O)[O-])c1
-2%,O=C(Cc1ccccc1)NCc1ccc2c(c1)OCO2
2%,C(=C/c1ccnc2nc(SC/C=C/c3ccccc3)nn12)/c1ccccc1
-2%,CCOc1ccc(C(=O)Nc2ccc3oc(-c4ccccc4Br)nc3c2)cc1
-11%,CC(C)(C)c1[nH]nc2c1C(C1C=CCCC1)C(C#N)=C(N)O2 (stereo not drawn)
0%,CCCCOP(=O)(CP(=O)(OCCCC)OCCCC)CP(=O)(OCCCC)OCCCC

In the list so far, these contain a thiophene ring, fused or not:
mouse EphA4 binding,SMILES
-12%,O=C1C(=O)N(c2nccs2)C(c2cccs2)/C1=C(\O)c1ccc(Cl)cc1 (stereo not drawn)
-11%,CCOC(=O)c1c(NC(=O)CSc2nnnn2-c2ccc3c(c2)OCO3)sc(C)c1C

Further compounds
mouse EphA4 binding,SMILES
-8%,CN(C)c1ccc(CNC2C3CC4CC(C3)CC2C4)cc1 (stereo not drawn)
-11%,CCCN(/C=N/c1sc2c(c1C#N)CCCCC2)CCC
11%,c1csc(Cn2c(-c3cccs3)nc3ccccc32)c1
-3%,C=CCN1C(=O)CN=C1Nc1cc(C)cc(C)c1
3%,O=C(CCn1nnc2ccccc21)N1CCN(c2ccccc2)CC1
-8%,Cc1ccc(S(=O)(=O)c2c(C)cc(C)nc2Oc2cccc(C(F)(F)F)c2)cc1
-5%,CCc1nnc(NC(=O)c2ccc(S(=O)(=O)N(CC)Cc3ccccc3)cc2)o1
-8%,CCOC(=O)Cc1nnc(NC(=O)CSc2ccc(Cl)cc2)s1
-2%,C=CCC(CC=C)(NC(=O)c1ccccc1)c1ccccc1
4%,COC(=O)c1ccc(-c2ccc(/C=N\Nc3ccc([N+](=O)[O-])cn3)o2)cc1
-12%,O=C(CSCc1cccc(Br)c1)N1CCOCC1
2%,C=C(C)c1cccc(C(C)(C)NC(=O)NCc2ccccn2)c1
-14%,COc1ccc(C(=O)CSc2ncn(-c3ccccc3)n2)cc1
7%,O=C1C(=O)N(c2cccnc2)C(c2ccccc2)/C1=C(\O)c1ccc(Cl)cc1 (stereo not drawn)
-7%,COc1cccc(NC=C2C(=O)OC3(CCCCC3)OC2=O)c1
-6%,O=c1[nH]n(-c2ccc(Cl)cc2)c2ncccc12
-6%,COc1ccccc1C(=O)Nc1nc(N)n(-c2ccccc2)n1
-10%,COc1cc(C(=O)NCCOc2cc(C)cc(C)c2)c(Br)c(OC)c1OC
1%,Clc1ccc(-c2csc(N3CCc4ccccc4C3)n2)cc1
10%,Cc1ccnc(NC(=O)COc2cc(C)c(Cl)c(C)c2)c1
5%,O=C(CCN1CCN(c2ccc(F)cc2)CC1)Nc1ccc(F)cc1
7%,FC(F)(F)c1cccc(-c2nnc3ccc(C(F)(F)F)cn23)c1
-5%,CNC(=O)c1cccn1-c1ccsc1C(=O)OC
7%,c1coc(CN=C2NC(=NCc3ccco3)c3ccccc32)c1
-5%,N#Cc1ccccc1NC(=O)NS(=O)(=O)c1ccccc1Cl
-14%,CC1CCCC(C)N1C(=O)C1CC(c2ccc(F)cc2)=NO1 (stereo not drawn)
6%,CCCCOc1ccccc1-c1cc(C(=O)O)[nH]n1
7%,CCOC(=O)N1CCC2(CC1)C(C#N)=C(N)Oc1n[nH]c(C)c12
-12%,O=C(CCN1C(=O)S/C(=C/c2ccc(Cl)cc2)C1=O)Nc1ccc(S(=O)(=O)Nc2nccs2)cc1
-14%,O=C1NCCc2c1[nH]c1ccccc21
-1%,CS(=O)(=O)Nc1cccc(C(=O)CC2(O)C(=O)Nc3ccccc32)c1 (stereo not drawn)
1%,Cn1c(=O)oc2cc(S(=O)(=O)NCc3ccco3)ccc21
12%,CCc1nc(C)cn1S(=O)(=O)c1ccc(Cl)c([N+](=O)[O-])c1
-16%,CCCOc1ccc(/C=N/N2CCN(Cc3ccccc3Cl)CC2)cc1
-10%,Cc1nc(COC(=O)c2ccc(CO)cc2)cs1
-5%,Cc1c2c(nc3nc4ccccc4n13)CCCC2=O
-7%,Cc1csc(SCCN2C(=O)c3ccccc3C2=O)n1
-12%,COc1cccc2[nH]c3c(N4CCCC(C)C4)ncnc3c12 (stereo not drawn)
19%,CCS(=O)(=O)N1Cc2ccccc2CC1C(=O)N1CCN(c2ccccc2)CC1 (stereo not drawn)
1%,Cn1c(=O)[nH]c(=O)c2c1nc(Br)n2CC(O)COc1ccccc1 (stereo not drawn)
4%,CC(=O)N1CCc2cc(S(=O)(=O)CCC(=O)NCc3cccs3)ccc21
-8%,O=C(NCc1ccco1)c1noc2c1CCCC2
-10%,Cc1ccc(NC(=S)NC2CC(C)(C)NC(C)(C)C2)cc1
-16%,COc1ccc(-c2nc(C#N)c(N3CCC(C(N)=O)CC3)o2)cc1OC
-5%,CCS(=O)(=O)N1CCN(c2ccc([N+](=O)[O-])c(NCc3ccccc3)c2)CC1
-13%,N#C/C(=C/c1cccc(C(F)(F)F)c1)c1nc(CCN2C(=O)c3ccccc3C2=O)cs1
-2%,COC(=O)C(NC(=O)c1ccccc1)C12CC3CC(CC(C3)C1)C2 (stereo not drawn)
-1%,COc1ccccc1NC(=O)N1CCn2c(nc3ccccc32)C1
6%,Cc1ccc(S(=O)(=O)N2CCN(c3ccc(S(=O)(=O)N4CCOCC4)cn3)CC2)cc1
3%,CCn1c(SCC(=O)n2nc(C)cc2C)nnc1-c1ccc2c(c1)OCO2

An excerpt from above in order of the mouse EphA4 binding value, lowest first:
mouse EphA4 binding,SMILES
-13%,CN(Cc1ccccc1)c1ccc(S(=O)(=O)N2CCOCC2)cn1
-10%,COc1cc(C(=O)NCCOc2cc(C)cc(C)c2)c(Br)c(OC)c1OC
-2%,COC(=O)C1=CN(CC2CCCO2)C=C(C(=O)OC)C1c1ccccc1C(F)(F)F (stereo not drawn)
2%,C=C(C)c1cccc(C(C)(C)NC(=O)NCc2ccccn2)c1
11%,COc1ccc(N2CCN(Cc3nc4c(c(=O)n(C)c(=O)n4C)n3C(C)C(C)=O)CC2)cc1 (stereo not drawn)

The list continues:
mouse EphA4 binding,SMILES
-8%,Cn1c(=O)c2c(nc(OCc3ccc4c(c3)OCO4)n2Cc2ccccc2Cl)n(C)c1=O
6%,NC1=NC(=O)C(Cc2cc(Cl)ccc2Cl)S1 (stereo not drawn)
-14%,O=S(=O)(c1ccc(-c2cn3ccccc3n2)cc1)N1CCOCC1
-9%,CC1CCCC(NC(=O)CN(C)S(=O)(=O)c2cccc3cccnc23)C1C (stereo not drawn)
-7%,Cc1c(C)c2ccc(OCC(=O)N(C)C)cc2oc1=O
-8%,N=c1c2c3c(sc2ncn1CCN1CCOCC1)CCCCC3
2%,CC(C)OC(=O)CSc1nnc(Cc2ccccc2)n1C
0%,Cc1ccc(OCc2nnc(NC(=O)c3ccco3)s2)cc1
1%,O=C(CSc1nc2ccccc2[nH]1)Nc1ccc(/C=C/c2ccccc2)cc1
-3%,COc1cc(OC)cc(C(=O)Nc2ncc3c(n2)CC(C)(C)CC3=O)c1
-2%,Cc1cc(C)nc(-n2nc(C)c3c(C(F)F)cc(C)nc32)n1
-3%,CCOc1cc(C=O)ccc1OCCSc1ccc(Cl)cc1
-6%,CCOC(=O)Cc1csc(NC(=O)C2CCCN(S(=O)(=O)c3cnc[nH]3)C2)n1 (stereo not drawn)
-10%,Nn1c(SCC(=O)N2CCc3ccccc3C2)nnc1-c1cccs1
-10%,O=c1[nH]n(-c2ccccn2)c(=O)c2ccccc12
14%,Cc1ccc(S(=O)(=O)N2CCC(C(=O)NCCCN3CCCCCC3)CC2)cc1
-3%,COc1ccccc1NC(=O)COc1cccc(-n2cnnn2)c1
7%,COc1ccc(OC)c(NC(=O)NC2(C(F)(F)F)Oc3ccccc3O2)c1
13%,CCOC(=O)c1c(NC(=O)c2ccco2)sc2c1CCCCC2
-4%,CCOc1ccccc1NC(=O)N1CCCC(c2nc3c(nnn3Cc3ccc(C)cc3)c(=O)[nH]2)C1 (stereo not drawn)
4%,CCOC(=O)c1cnc(-c2ccccc2)nc1Oc1ccc(Cl)cc1
-5%,COc1cc(OC)cc(-c2nc3ccccc3s2)c1
-8%,Cc1cc(C)c(-c2nn(-c3ccccc3)cc2C=O)c(C)c1
-15%,O=C(Nc1ccc([N+](=O)[O-])cc1)/C(=C/c1cccc([N+](=O)[O-])c1)NC(=O)C1CCCCC1
29%,CCOC(=O)c1cc(-c2ccco2)nc2c1c(C)nn2-c1cccc(Cl)c1
-9%,O=C(Nc1c(Cl)cc(Cl)cc1C(=O)NCC1CCCO1)c1ccco1 (stereo not drawn)
0%,NC(=O)c1ccc(NC(=O)c2ccccc2[N+](=O)[O-])cc1
0%,Cc1cccc(N=C2N=C(N)c3ccccc32)c1
-7%,Clc1ccc(-n2nnnc2SCc2c(-c3ccccc3)nc3sccn23)cc1
-8%,CCOC(=O)CSc1nc(C)cc(C)n1
-1%,CC(C)NC(=O)CC(=O)N/N=C/c1ccc(F)cc1
-1%,CCOC(=O)COc1c(Cl)cc(C=C2C(=O)NC(=S)NC2=O)cc1Cl
0%,O=C(Cc1ccccc1)N1CCCC1c1ccccc1 (stereo not drawn)
-1%,COc1ccc(-c2cc(C(F)(F)F)n3nc(C(=O)O)cc3n2)cc1OC
-4%,CN(C)CCCOC(=O)c1cc2ccccc2o1
-7%,Cc1cccc(OC2(c3ccccc3)OC(=O)c3ccccc32)c1C (stereo not drawn)
-10%,CCN=c1scc(-c2ccco2)n1/N=C/c1ccc(O)cc1
7%,Cc1nnc(NC(=O)Nc2ccc(Cl)c(Cl)c2)s1
-3%,O=C(OCc1cnc(Cl)s1)c1ccc(Cl)cc1
15%,CN1C(=O)C(C(=O)NC(C)(C)C)C2c3ccccc3OC13CCCCC23 (stereo not drawn)
4%,O=C(CSc1ncn[nH]1)OCN1C(=O)c2ccccc2C1=O
-23%,Cc1ccc(C)c(NC(=O)c2cnn3ccccc23)c1
10%,Cc1nc(NC(=O)COC(=O)CCS(=O)(=O)c2ccccc2Cl)c(Cl)cc1Cl
6%,COc1ccc(OC)c(C2CC(=O)N3CN(c4cccc(Cl)c4C)CSC3=C2C#N)c1 (stereo not drawn)
-7%,COCCCNC(=O)CS(=O)(=O)Cc1nc(-c2cccc(OC)c2)oc1C
6%,O=C1Nc2ccccc2Nc2ncccc21
-11%,Cc1c(NC(=O)C(C)N2C(=O)C3C4C=CC(C4)C3C2=O)c(=O)n(-c2ccccc2)n1C (stereo not drawn)
-3%,CC(C)(C)C(=O)COc1ccc2c(-c3ccccc3)cc(=O)oc2c1
-14%,O=C1c2cccc3cccc(c23)C(=O)N1CCOc1ccccc1
13%,COc1ccc(C(=O)/C=C/Nc2cccc(C(F)(F)F)c2)cc1

Other compounds.
mouse EphA4 binding,SMILES
-25%,Cc1cc(C)n2nc(SCn3nnc4ccccc4c3=O)nc2n1
-13%,COc1ccc(CCNc2cc(N3CCN(C)CC3)ccc2[N+](=O)[O-])cc1OC
-10%,O=S(=O)(c1cccs1)N1CN(Cc2ccc(Cl)cc2)c2nc3ccccc3nc21
-2%,COC(=O)c1sc(NC(=O)COc2ccc(C)cc2)nc1C
10%,CN(C)CCN(C)Cc1ccc2c(c1)Cc1ccccc1-2
-11%,CCOC(=O)c1oc2cccc(O)c2c1CN1CCOCC1
-10%,CCOc1cc(-c2noc(CCC(=O)N3CCOCC3)n2)ccc1OC
3%,CN(C)c1ccc(C(=S)N2CCOCC2)cc1
